UHRF1 MBD2 ctr: human UHRF1 methylated DNA binding inhibitors. UHRF1 binding to methylated oligo, TR-FRET. inhibition, % at 4.4 µM. actives 0.75% (n = 370,000); in the data active = inhibition above about 21%;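 note: UHRF1 SRA domain binding a hemimethylated CpG hairpin DNA probe; 0% = median of test compound wells and 100% = reference inhibitor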
ASAP1 inh: inhibitors of human ASAP1 ArfGAP activity; Q9ULH1; ASAP1-stimulated ARF1 GTP hydrolysis, GDP FP detection; inhibition, % at 16.5 µM; actives 0.19% (n = 360,000); in the data active = inhibition above about 25%;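 note: 0% = vehicle with enzyme and substrate and 100% = no enzyme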
ADAM17 inh: inhibits human ADAM17; P78536; recombinant ADAM17, EDANS/DABCYL FRET peptide cleavage; inhibition, % at 6.95 µM; actives 0.83% (n = 370,000); AID 720648;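 active = inhibition above the mean of compounds lying between control limits plus 3 SD, set per campaign, cut at about 8.5% in these data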;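 note: 0% = DMSO-only wells as the low control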
Tn7 DDE FP: disrupts Tn7 cyclic peptide binding to fibrin D-Dimer-E complex | P02675 | FP displacement of FITC-Tn7 peptide from fibrin DD(E); 0% = median of compound wells per plate | inhibition, % at 8.3 µM | actives 0.13% (n = 370,000) | AID 720508;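 active = inhibition above the mean of compounds falling within the control limits plus 3 SD of them, cut at about 14% in these data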;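 note: 0% = plate median of compound wells and 100% = 10 µM Aha-Tn7 peptide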
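System: human fibrin DD(E); quantity: Fibrin-DD(E) at 2 µM final; also added: fluorescent Tn7 probe at 0.1 µM; compound dosing: single nominal test concentration of 8.3 µM per compound; schedule: 10 min preincubation, 3 h with tracer, room temperature; detection: fluorescence polarization of the labelled Tn7 tracer; repeats: one replicate per compound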
ARFGAP1 inhibitor: inhibits rat ARF GTPase activating protein 1. Q62848. Arfgap1-stimulated ARF1 GTP hydrolysis, GDP FP detection. inhibition, % at 16.5 µM. actives 0.26% (n = 360,000);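 active = inhibition above a per-plate limit, mean inhibition of low control wells plus 3 SD, cut at about 25% in these data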;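 note: 0% = DMSO wells with enzyme and 100% = wells lacking Arfgap1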
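Assay system: purified rat His6-Arfgap1 residues 1-136 (GAP domain); Reagent: human Δ17 ARF1 bound to GTP; Dosing: 16.5 µM single point, 1.26% DMSO; Times: GTP hydrolysis reaction 2 h at 25 °C; Signal: FP, GDP Alexa 633 tracer displaced from anti-GDP antibody, 620/688 nm; Measure: % inhibition from polarization.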
proKLK7 act: proKLK7 (human) activation, primary screen; P49862; purified proKLK7, EDANS-DABCYL substrate fluorescence; 100% is mature enzyme control, 0% vehicle; activation, % at 7 µM; actives 0.9% (n = 370,000);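 active = activation above the mean of all tested compounds plus 3 SD, computed per campaign excluding outliers beyond control limits, cut at about 13% in these data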
PLC-beta3 inh: inhibitors of human phospholipase C beta3; AID 720704; actives 0.18% (n = 370,000); Purified PLC-beta3, fluorogenic substrate, fluorescence; Q01970; inhibition, % at 12.2 µM; in the data active = inhibition above about 11%;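 note: 0% = median of compound wells on plate and 100% = full blocker control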
PLC-gamma1 inh: PLC-gamma1 (human) inhibition, primary screen | purified PLC-gamma1, fluorogenic substrate, fluorescence | inhibition, % at 12.2 µM | actives 0.84% (n = 370,000) | AID 720700; in the data active = inhibition above about 9.5%
Tn6 DDE FP: inhibitors of Tn6 peptide binding to human fibrin DD(E); inhibition, % at 8.3 µM; Fibrin DD(E) TRITC-Tn6 fluorescence polarization displacement; P02675; AID 720509; actives 0.21% (n = 370,000);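 active = inhibition above a per-campaign cutoff: mean of compounds within control limits plus 3 SD, cut at about 15% in these data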;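 note: 0% = median of all compound wells on the plate and 100% = blocking peptide control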
MBD2 DNA inh: blocks human MBD2 binding to methylated DNA. inhibition, % at 4.4 µM. TR-FRET, MBD2 binding to methylated oligonucleotide. actives 0.31% (n = 370,000). Q9UBB5; in the data active = inhibition above about 13%
Active calls of the source: *; x = no result given; & = joins results of further samples.

SMILES | UHRF1 MBD2 ctr | ASAP1 inh | ADAM17 inh | Tn7 DDE FP | ARFGAP1 inhibitor | proKLK7 act | PLC-beta3 inh | PLC-gamma1 inh | Tn6 DDE FP | MBD2 DNA inh
COc1ccc(CCN(Cc2cccs2)S(=O)(=O)c2ccc(-n3cnnn3)cc2)cc1OC | -0.6 | 2.8 | -0.1 | 3.0 | 3.8 | 0.9 | 6.4 | 4.5 | 4.1 | 1.9
CC(C)NCC(O)COc1ccc(COCCOC(C)C)cc1 (stereo unspecified) | 1.4 | 4.4 | -5.6 | -2.0 | -1.4 | -0.3 | -0.5 | 1.3 | 2.3 | -5.3
CCCn1c(N)c(C(=O)CSc2nc3ccccc3s2)c(=O)[nH]c1=O | -0.9 | 15.0 | 0.8 | -4.9 | 5.2 | -0.2 | 0.7 | 0.8 | 0.4 | 0.7
O=C(O)c1ccc(CNC(=S)Nc2ccccc2)cc1 | 1.1 | -4.5 | 1.9 | -13.1 | 9.9 | -0.4 | 1.4 | 4.8 | -13.7 | -3.6
Cc1occc1C(=O)Nc1ccc(OCc2ccccc2)cc1 | 0.7 | 1.7 | 1.4 | -4.0 | -9.7 | -0.1 | -5.0 | 0.8 | 1.9 | 0.0
CCOC(=O)c1c(C)nc2ncccn12 | 0.1 | -0.4 | -87.1 | 0.6 | 2.6 | 6.2 | -85.8 | -79.0 | -0.9 | -2.7
O=C(OCCOCCOC(=O)Oc1ccccc1)Oc1ccccc1 | -0.4 | -2.8 | -1.4 | -3.5 | -9.3 | -0.5 | 2.7 | 0.7 | -4.5 | 0.5
Cn1c(SCc2ccccc2Cl)nnc1-c1cnccn1 | 1.0 | -1.6 | -3.4 | 0.1 | -0.9 | -0.1 | -1.0 | -0.9 | -0.3 | -4.2
CCOC(=O)C1(CCc2ccccc2)CCN(Cc2ccc(OC)cc2)CC1 | -0.8 | -0.6 | -1.0 | -4.3 | 5.4 | -0.2 | 1.8 | 3.3 | 5.7 | -1.7
CCCC(=O)Nc1ccc(OCC(=O)OC)cc1 | 2.3 | -4.7 | -6.4 | 0.0 | 5.4 | -0.4 | -1.3 | -1.0 | 6.7 | -1.7
CCCn1c(SCC(=O)c2cc(C)n(-c3cc(C)on3)c2C)n[nH]c1=O | 0.1 | -8.0 | -5.2 | 3.9 | -2.5 | -0.1 | 0.9 | -1.7 | 2.8 | -2.6
Cc1ccc(-n2ncc(C(=O)NCC3CCN(C4CCCC4)C3)c2C2CCN(C(=O)OC(C)(C)C)CC2)cc1 (stereo unspecified) | 0.0 | 14.6 | -0.8 | -6.7 | 4.5 | 0.4 | -4.1 | 1.0 | 5.1 | -2.9
OC(CN1C2=NCCN2c2ccccc21)c1ccc(Br)cc1 (stereo unspecified) | 0.0 | 0.7 | -2.5 | 2.1 | 5.4 | 0.2 | 1.1 | 2.0 | -4.7 | 4.1
CC1CCC2C(=O)N(c3ccc(NC4CCCCC4)c([N+](=O)[O-])c3)C(=O)C2C1 (stereo unspecified) | -3.6 | 3.1 | -2.7 | 3.4 | 1.6 | 0.0 | 0.1 | 1.1 | -6.5 | -0.4
NC1=NC[C@H](c2ccccc2)N1CCCCC1CCCCC1 | -1.6 | 0.0 | -1.1 | -5.4 | -6.8 | 0.1 | 1.2 | 1.6 | -4.6 | -4.0
Cc1cc2ncn(C(=O)N3CCCC3)c2cc1C | 1.8 | -7.8 | 1.0 | 3.2 | 7.4 | -0.5 | 1.2 | -0.7 | 0.7 | -0.6
CCc1nnc(NC(=O)CSc2nnc(Cc3ccccc3)n2-c2ccccc2)s1 | -0.1 | -7.1 | -6.5 | -4.3 | 3.3 | -0.9 | 0.6 | -0.3 | -1.9 | -2.2
CCOc1ccccc1CN1CCN(C/C=C/c2ccc(OC)cc2)CC1CCO (stereo unspecified) | 0.5 | -14.0 | 1.1 | 2.1 | 6.0 | 0.1 | -0.6 | -0.5 | 6.0 | -2.8
COc1cc(C2=Nc3c(c(C)nn3-c3ccccc3)P(=O)(N3CCOCC3)O2)cc(OC)c1OC (stereo unspecified) | -0.9 | -21.8 | -3.5 | -8.6 | -0.9 | -0.3 | -4.7 | -4.0 | -5.7 | 0.8
O=C(NCCC(=O)N1CCN(c2cccc(Cl)c2)CC1)c1ccc(Br)cc1 | -2.5 | 0.1 | -1.9 | 3.6 | -1.9 | 0.0 | -4.8 | -3.4 | -0.7 | 1.9
O=C(NCC1CCCO1)c1cc(Br)c(Br)s1 (stereo unspecified) | -0.9 | 10.1 | -1.8 | 2.2 | 5.5 | -0.3 | -6.7 | -1.0 | 2.2 | 1.7
CCCCn1c(=O)c(F)cn(Cc2ccc(OC)c([N+](=O)[O-])c2)c1=O | 3.1 | -13.3 | 1.5 | 4.3 | -2.5 | 0.6 | 3.0 | 4.0 | 9.5 | -1.9
CCCCCCCCN1C(=O)[C@H](CC(=O)NCCc2ccccc2OC)C[C@@]2(C(=O)OC)CCCCC=C12 | 6.5 | -1.3 | 3.1 | 0.4 | -0.8 | 0.2 | -4.0 | 7.0 | -11.2 | 8.9
Cc1nnc(SCC(=O)NCc2ccco2)n1Cc1ccccc1 | 0.2 | -2.8 | 0.4 | -0.6 | -1.8 | 0.4 | 0.2 | 0.2 | 3.1 | -2.4
CCOc1ccc(NC(=O)C2CCCN(S(=O)(=O)c3ccc4[nH]c(=O)ccc4c3)C2)cc1 (stereo unspecified) | 1.5 | 1.0 | -1.4 | -0.6 | 8.7 | -0.1 | -22.7 | 2.7 | -3.2 | -1.3
O=C(CCN1C(=O)c2ccccc2C1=O)Nc1sc2c(c1C(=O)NCC1CCCO1)CCC2 (stereo unspecified) | 1.8 | -7.4 | 1.2 | 13.4 | -18.1 | 0.2 | 0.7 | -1.0 | -1.1 | 3.1
CCC1c2ccc(C)n2CCN1C(=O)Nc1ccc(F)cc1 (stereo unspecified) | -2.0 | 1.4 | -16.4 | -2.0 | 3.3 | 1.3 | -45.0 | -37.0 | 3.6 | -5.6
COc1ccccc1N1CCN(CCN(C(=O)C2CCCCC2)c2ccccn2)CC1 | 1.1&-1.1 | 7.0&11.7 | -4.9&-1.4 | -8.9&-6.1 | 5.0&-5.8 | 0.3&0.0 | 3.6&0.4 | -0.5&0.7 | -6.9&5.7 | 0.2&2.4
COc1cc(/C=C/C(=O)O)ccc1OS(=O)(=O)c1cc(Br)ccc1C | -2.0 | 5.4 | -0.3 | -5.9 | -0.6 | 0.0 | -0.1 | 1.7 | -1.9 | -6.2
Cc1c(NC(=S)N/N=C/C=C/c2ccc([N+](=O)[O-])cc2)c(=O)n(-c2ccccc2)n1C | 2.6 | 8.8 | 6.7 | -6.8 | 10.0 | -0.4 | 3.5 | 12.1* | -0.6 | -10.2

The final four entries of the part above lead into the next.
SMILES | UHRF1 MBD2 ctr | ASAP1 inh | ADAM17 inh | Tn7 DDE FP | ARFGAP1 inhibitor | proKLK7 act | PLC-beta3 inh | PLC-gamma1 inh | Tn6 DDE FP | MBD2 DNA inh
CCC1c2ccc(C)n2CCN1C(=O)Nc1ccc(F)cc1 (stereo unspecified) | -2.0 | 1.4 | -16.4 | -2.0 | 3.3 | 1.3 | -45.0 | -37.0 | 3.6 | -5.6
COc1ccccc1N1CCN(CCN(C(=O)C2CCCCC2)c2ccccn2)CC1 | 1.1&-1.1 | 7.0&11.7 | -4.9&-1.4 | -8.9&-6.1 | 5.0&-5.8 | 0.3&0.0 | 3.6&0.4 | -0.5&0.7 | -6.9&5.7 | 0.2&2.4
COc1cc(/C=C/C(=O)O)ccc1OS(=O)(=O)c1cc(Br)ccc1C | -2.0 | 5.4 | -0.3 | -5.9 | -0.6 | 0.0 | -0.1 | 1.7 | -1.9 | -6.2
Cc1c(NC(=S)N/N=C/C=C/c2ccc([N+](=O)[O-])cc2)c(=O)n(-c2ccccc2)n1C | 2.6 | 8.8 | 6.7 | -6.8 | 10.0 | -0.4 | 3.5 | 12.1* | -0.6 | -10.2
CCOc1ccc(N(C)S(=O)(=O)c2ccc(C)c(C(=O)N3CCN(Cc4ccc5c(c4)OCO5)CC3)c2)cc1 | -0.5 | -8.3 | 5.3 | -1.9 | 2.1 | 0.6 | 4.6 | 3.6 | -1.3 | 1.4
CC(C)CNC(=O)CCCc1c[nH]c2ccccc12 | -3.2 | -8.8 | -7.0 | -1.5 | 1.4 | 0.8 | -5.2 | -4.9 | -1.0 | -0.4
O=C(Nc1ccc(Cl)cc1)c1csc(-c2ccncc2)n1 | -2.3 | 0.6 | 0.4 | 2.3 | 2.7 | 0.0 | 2.0 | 0.4 | -1.0 | 2.4
CC(=O)Oc1cc2c(s1)CCN(C(C(=O)C1CC1)c1ccccc1F)C2 (stereo unspecified) | -7.7 | x | -5.6 | 2.1 | x | 1.0 | -30.1 | -20.6 | -7.2 | -9.2
CC(C)CCNC(=O)NC(=O)COC(=O)CCN=C1NS(=O)(=O)c2ccccc21 | 4.3 | -15.5 | 5.8 | 2.2 | -3.2 | 0.2 | -1.7 | 11.0* | 3.7 | -0.7
CC(C)(C)OC(=O)NC(Cc1ccccc1)C(=O)N1CCC(C(=O)NCC(=O)Nc2ccc(F)cc2)CC1 (stereo unspecified) | -3.6 | -4.8 | 4.9 | 3.0 | -9.6 | -0.4 | -6.0 | 1.5 | 0.0 | -4.9
O=C(COc1ccc2ccccc2c1)NCC(=O)N/N=C/c1ccco1 | -1.9 | -15.1 | -2.5 | -2.4 | -2.0 | 0.6 | -5.6 | -1.0 | 5.1 | -2.4
Cn1cccc1Cc1nnc(SCC(=O)NC2CCCCC2)n1CCc1ccccc1 | 0.9 | 12.4 | -4.2 | -2.4 | -18.8 | 2.7 | -16.3 | -15.1 | -4.7 | 1.8
Cc1ccc(S(=O)(=O)N(CC(=O)Nc2cccc(C(F)(F)F)c2)C(=O)N2CCN(C)CC2)cc1 | 1.7 | -1.1 | 0.7 | -8.7 | -10.7 | -0.4 | -1.9 | -1.4 | -3.3 | 3.6
COc1ccccc1N=Cc1c(O)c2ccccc2oc1=O | 3.3 | -4.7 | 3.9 | 0.4 | 13.2 | -1.3 | 0.4 | 9.1 | 1.7 | -5.6
CC(C)OC(=O)C(CC(=O)O)N1CCOCC1 (stereo unspecified) | 2.8 | -5.6 | -3.5 | -1.1 | -11.3 | 0.1 | -0.9 | -1.0 | 4.0 | 1.6
COc1ccc(C2/C=C\CN(S(=O)(=O)/C=C/c3ccccc3)CC(=O)N2Cc2ccc(F)cc2)cc1 (stereo unspecified) | -1.6 | 10.2 | 2.5 | 3.7 | -3.9 | -0.5 | -1.7 | -0.2 | -12.2 | -4.5
O=c1c2c([nH]c3ccccc13)CCCC2 | 0.4 | 1.1 | -1.7 | -3.9 | 5.4 | -0.3 | 1.7 | 7.8 | -8.6 | 0.1
COc1ccc(C(C)=O)cc1CSc1nnc(-c2ccncc2)n1C | 3.7 | 10.7 | 3.9 | 4.8 | 1.5 | 0.0 | -5.3 | 1.1 | -7.8 | -6.0

Compound activity: PubChem BioAssay, The Scripps Research Institute Molecular Screening Center
